# Tat export inh = E. coli Tat export inhibitors, primary screen, MC4100, TorA-mCherry reporter, fluorescence, single point. inhibition, % at 10 µM. hit rate 0.036% among 340,000. AID 488895, 2010;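 active means mean replicate inhibition at least 50% and at least half of replicates individually reaching 50%; inconclusive means only one of the two criteria met; inactive means neither criterion met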;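 further: exported cargo escapes ClpAP degradation while cytoplasmic cargo is degraded and loses fluorescence; 0% = median of neutral control wells and 100% = median of NaSCN control wells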
# CAL PDZ FP-1 = untagged CAL PDZ binding inhibitors, primary screen, biochemical, fluorescence polarization, HTS; Golgi-associated PDZ and coiled-coil motif-containing protein (Homo sapiens), Q9HD26; purified CAL PDZ, TMR-peptide fluorescence polarization, 1 h; inhibition, % at 24.9 µM; hit rate 0.92% among 300,000; AID 602252, 2012;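 active means mean inhibition of at least 30% with at least half of replicates also reaching 30%; inconclusive means no clear call, values can overlap the other calls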;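 further: 0% = DMSO neutral control and 100% = excess unlabeled competitor peptide PRC23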
# Wnt bcat act = Wnt/beta-catenin pathway activators, primary screen, cell-based, plate reader, single point | AID 743398, 2014 | activation, % at 9.35 µM | Wnt/beta-catenin reporter cell assay, activator | hit rate 1.2% among 300,000; in the data active means activation above about 30%, passing the limit was not always enough; inconclusive means no clear call, values can overlap the other calls;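 further: 0% = neutral control wells and 100% = positive control wells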
# RTF Ca sens act = cardiac RTF calcium sensitivity activators, primary screen, biochemical, IANBD-TnC fluorescence, EC20 calcium; IANBD-labeled TnC RTF fluorescence at EC20 calcium; 0% EC20 calcium, 100% full calcium; activation, % at 7.2 µM; hit rate 0.24% among 340,000; AID 493008, 2010;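 active means activation above the mean over all tested compounds plus 3 SD, cut at about 30% in these data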;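 further: rise in fluorescence read as greater calcium sensitivity of cardiac thin filaments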
# V-ATPase pH = regulators of yeast V-ATPase proton pumping, primary screen, pHLuorin cytosolic pH fluorescence; hit rate 0.37% among 350,000; AID 504577, 2011; response, % at 10 µM; S. cerevisiae; in the data active means response mostly above about 7.3%, no sharp cut-off; inactive means mostly below about 5.4%; further: actives read high; inactives centre near 0; some compounds called inactive have numbers as strong as hits
# CDK5 inh = inhibitors of human CDK5/p35 kinase, primary screen, biochemical, single concentration; AID 488839, 2010; Recombinant CDK5/p35, ADP-Glo luminescence, 60 min; Cyclin-dependent kinase 5 (Homo sapiens) + Cyclin-dependent kinase 5 activator 1 (Homo …; hit rate 0.01% among 330,000; inhibition, % at 10 µM;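 active means highest replicate inhibition of at least 50% and at least 75% of replicates reaching 50%; inconclusive means only one of the two criteria met; inactive means both criteria failed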;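 further: plate controls were DMSO neutral control for no effect and GW8510 at 10 µM for full effect; many of its hits are not listed in these tables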
# Target sequence (Q00535 whole entry, looked up): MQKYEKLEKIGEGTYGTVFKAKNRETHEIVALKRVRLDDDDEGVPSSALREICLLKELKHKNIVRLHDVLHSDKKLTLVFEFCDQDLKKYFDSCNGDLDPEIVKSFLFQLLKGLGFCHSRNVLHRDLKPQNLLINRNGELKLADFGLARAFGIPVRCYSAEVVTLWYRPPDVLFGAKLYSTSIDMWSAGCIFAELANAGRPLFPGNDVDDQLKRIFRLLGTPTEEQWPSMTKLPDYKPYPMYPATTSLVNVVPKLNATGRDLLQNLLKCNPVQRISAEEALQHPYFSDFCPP
# Target sequence (Q15078 whole entry, looked up): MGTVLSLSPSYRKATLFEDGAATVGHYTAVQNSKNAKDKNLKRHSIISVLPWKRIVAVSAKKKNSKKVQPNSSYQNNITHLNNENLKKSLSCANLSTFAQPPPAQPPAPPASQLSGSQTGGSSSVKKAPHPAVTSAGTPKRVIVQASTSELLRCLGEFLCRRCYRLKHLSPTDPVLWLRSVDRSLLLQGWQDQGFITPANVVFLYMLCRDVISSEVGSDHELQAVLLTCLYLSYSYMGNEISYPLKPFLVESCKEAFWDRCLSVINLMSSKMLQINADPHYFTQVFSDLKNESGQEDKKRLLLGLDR
# dFosB act = activators of delta FosB homodimer, primary screen, biochemical, fluorescence polarization, TAMRA-CDK5 oligo, single point. hit rate 0.99% among 340,000. purified delta FosB; percent of positive-control signal above neutral wells. Protein FosB (Mus musculus), P13346. activation, % at 25 µM;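 active means mean activation above about 17%, with every replicate also reaching it, limit read from the data, passing the limit was not always enough; inconclusive means only one of the two conditions met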;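 further: fluorescence polarization rise as delta FosB binds a TAMRA Cdk5 AP-1 oligo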
# MITF act = activators of MITF-driven TRPM1 promoter reporter, primary screen, cell-based, SK-MEL-5, luciferase, single point | SK-MEL-5 TRPM1-promoter luciferase, 24 h; % of positive control, neutral wells = 0 | activation, % at 12.5 µM | hit rate 0.75% among 300,000 | AID 588334, 2011;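 active means mean activation of at least 80% with every replicate also reaching 80%; inconclusive means mean reaches 80% but some replicate falls short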;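 further: 0% = neutral control wells and 100% = parthenolide positive control wells; values of inactives mirror those of a sister screen read the other way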
# CAL PDZ FP-2 = CAL PDZ peptide-binding inhibitors, primary screen, biochemical, fluorescence polarization, Cer-tagged CAL PDZ, HTS; hit rate 0.02% among 330,000; inhibition, % at 20 µM; purified CAL PDZ, TMR-peptide fluorescence polarization, 1 h; Golgi-associated PDZ and coiled-coil motif-containing protein (Homo sapiens), Q9HD26; AID 504414, 2011;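 active means highest replicate inhibition of at least 40%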;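 further: plate controls were DMSO neutral control wells for no effect and unlabeled competitor peptide control wells for full effect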
#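 Control set: unlabelled peptide and DMSO controls / Material: purified CerCALP PDZ construct / Timing: 1 h incubation at room temperature before polarization reading / Doses: 20 µM, one dose / Detection: fluorescence polarization (mP)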
# Rtt109 Vps75 = inhibitors of C. albicans Rtt109/Vps75 HAT, primary screen, biochemical, ThioGlo CoA-SH fluorescence, plate reader; Histone acetyltransferase RTT109 (Candida albicans (strain SC5314 / ATCC MYA-2876)), …; purified Rtt109/Vps75, 4 h; inhibition, % at 34.9 µM; hit rate 0.16% among 330,000; AID 540336, 2011;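 active means inhibition of at least 50% in every replicate; inconclusive means best replicate reaches 50% inhibition but some replicates fall short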
# Target sequence (Q5AAJ8 whole entry, looked up): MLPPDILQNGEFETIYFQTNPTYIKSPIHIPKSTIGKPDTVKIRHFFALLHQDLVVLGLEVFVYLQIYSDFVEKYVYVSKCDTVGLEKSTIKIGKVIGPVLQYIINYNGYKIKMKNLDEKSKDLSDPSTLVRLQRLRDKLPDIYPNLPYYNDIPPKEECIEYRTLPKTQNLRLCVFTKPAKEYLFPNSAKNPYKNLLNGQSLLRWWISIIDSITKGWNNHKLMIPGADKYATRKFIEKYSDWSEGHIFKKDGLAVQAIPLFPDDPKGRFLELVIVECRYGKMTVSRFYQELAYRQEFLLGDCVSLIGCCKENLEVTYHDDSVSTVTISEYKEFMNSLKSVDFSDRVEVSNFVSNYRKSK
# Numbers without * were called inactive; ? = inconclusive; . = no result given. Not a hit list. About 4.1% of those tested had a hit in this group.
SMILES	Tat export inh	CAL PDZ FP-1	Wnt bcat act	RTF Ca sens act	V-ATPase pH	CDK5 inh	dFosB act	MITF act	CAL PDZ FP-2	Rtt109 Vps75
CCO[C@@H]1OC(C(=O)N2CCN(Cc3ccc4c(c3)OCO4)CC2)=C[C@H](c2ccc(C(F)(F)F)cc2)[C@H]1CCCO	10	-3	-2	-5	1	1.7	-22	13	-0.7	9
Cc1cc([N+](=O)[O-])nn1CC(=O)N/N=C/c1ccc(O)cc1O	0	-4	1	-2	4	1.1	-4	-14	-2.3	1
CC(=O)c1ccc(N2CCN(C(=O)CCS(=O)(=O)c3ccc(C)cc3)CC2)cc1	7	-2	.	-2	2	0.0	-16	1	-2.2	-2
Cc1ccc(CC(=O)N2CCN(c3ccccc3F)CC2)cc1	6	-2	2	-3	-2	-0.2	-3	12	-1.8	.
COC(=O)c1cnc(SCC(=O)c2ccccc2)n1C	-8	-9	32*	-1	0	2.2	-6	33	-2.3	9
O=C(Cc1ccccc1)NCC(=O)OCC(=O)c1ccc(Cl)c([N+](=O)[O-])c1	-9	0	-1	-6	-1	0.6	7	0	-0.4	1
CCC(=O)Nc1nnc(S(=O)(=O)N2CCCCCC2)s1	2	.	-4	2	2	-0.3	-2	-8	-1.0	-10
COc1ccc(NC(=O)c2nc[nH]c2C(=O)N[C@@H](CC(C)C)C(=O)OC(C)(C)C)cc1	-4	-2	-8	1	-1	0.0	-2	6	-1.0	9
O=C(Nc1ccc(C(=O)N2CCCCC2)cc1)C1=CSCCO1	2	-1	13	-7	3	3.3	9	7	-1.7	0
O=C(NCc1ccccc1)C1COc2ccccc2O1 (stereo not given)	-3	1	.	0	2	-0.5	4	16	-1.0	3
COc1ccc(CC2(C)OC(c3ccncc3)=NN2C(C)=O)cc1 (stereo not given)	0	0	-2	4	1	-6.1	-3	-6	-2.6	-13
COc1ccc(C2NCCc3c2[nH]c2ccccc32)cc1CN1CCc2cc(OC)c(OC)cc2C1C (stereo not given)	-4	-4	.	0	2	0.6	63*	-56	-3.0	45
CC(Oc1ccccc1Cl)C(=O)N(Cc1ccco1)C1CCS(=O)(=O)C1 (stereo not given)	3	-3	.	-4	0	-3.1	6	-7	-2.4	.
CN1CCN(c2nc(-c3cccs3)nc3ccccc23)CC1	0	-2	-2	-4	-6	1.8	-32	-6	-5.5	10
Cc1ccc(Cn2c(C3CCCN3c3nc(C)cs3)nc3cc(C(=O)NCCCO)ccc32)cc1 (stereo not given)	-3	-1	7	1	2	1.9	-4	15	-0.6	3
Nc1cc(=O)[nH]c(SCc2cccc(Cl)c2)n1	-4	-2	.	-4	3	-1.2	1	1	-1.5	-6
CCOC(=O)C(Cc1ccccc1)NC(=O)CCc1nnc2ccc(N3CCCC3)nn12 (stereo not given)	-3	-4	-2	3	-1	1.0	-10	-4	-2.7	0
CCC(O)(CC)C(=O)N(Nc1ccc(C)cc1)c1ccc(C)cc1	9	-3	-3	-5	-3	0.2	-6	.	-0.4	0
COc1ccc(-n2c(SCC(=O)Nc3ccccc3)nnc2-c2ccoc2C)cc1	27	-2	-5	-8	3	-1.9	-9	-7	-0.5	3
CC(NC(=O)c1cc(S(=O)(=O)N2CCOCC2)ccc1F)c1ccc(-n2ccnc2)cc1 (stereo not given)	-7	-1	0	3	-3	-0.3	-10	-11	-1.7	-1
CCSc1nc2sc3c(c2c(=O)n1-c1ccccc1)CCN(C(C)C)C3	2	4	-1	-1	-2	0.1	1	0	-1.1	14
CC(C)CN1CCN=C1Nc1ccccc1	1	-1	6	0	-1	-1.3	-2	3	-0.3	-5
CCCCn1c(N)c(N(CCOC)C(=O)COc2ccc(OCC)cc2)c(=O)[nH]c1=O	-5	12	1	5	0	1.3	-2	-6	-1.8	-15
O=C1CCCc2nc(N3CCN(c4ccccc4)CC3)ncc21	-1	-1	.	0	5	0.0	4	.	-1.3	2
CCOC(CNC(=O)C1CCN(S(=O)(=O)c2ccc3nc4c(c(C(=O)O)c3c2)CC(C)CC4)CC1)OCC (stereo not given)	0	-6	4	2	-5	-1.7	-3	-17	0.3	-5
O=C(NNS(=O)(=O)c1ccccc1[N+](=O)[O-])c1cccc([N+](=O)[O-])c1	-9	-1	1	-7	5	1.7	-2	-5	-2.7	4
CCCCn1c(CNC(=O)c2cccs2)nc2ccccc21	-4	.	1	4	3	0.3	-8	.	-0.1	2
CCOC(=O)C1=C(C)N=c2s/c(=C\c3ccc(OCC(=O)O)cc3)c(=O)n2C1c1ccccc1OC (stereo not given)	-4	1	0	0	0	-0.2	1	-11	-1.3	10
O=C(/C=C/c1ccc2c(c1)OCO2)NCCS(=O)(=O)N1CCN(c2ccc(F)cc2)CC1	1	-4	0	-11	-3	-1.8	1	-11	-2.4	0
C/C(=N\NC(=S)NC(C)C)c1ccc2c(c1)OCCO2	-9	-2	0	-1	-2	0.1	-7	9	-0.6	-1
CCCC(C)NC(=O)c1ccc(F)cc1 (stereo not given)	-7	-6	.	1	0	-1.4	1	7	-2.6	1
Cc1ccc(NC(=S)NNC(=O)c2ccc(N3CCOCC3)c([N+](=O)[O-])c2)cc1Cl	-6	-1	1	2	-4	.	1	-6	-1.4	-1
COc1cccc2c1cc1c(=O)n(CC(=O)N3CCN(c4cccc(C)c4C)CC3)nc(C)n12	-4	-4	1	-4	-3	-0.9	-2	10	-2.1	4
O=c1nc(-c2ccccc2)c2cc(SC(F)F)ccc2[nH]1	-13	1	0	9	1	1.6	-4	.	-1.8	-7
Cc1ccc(C)c(N(CC(=O)Nc2cc(Cl)ccc2Oc2ccccc2)S(C)(=O)=O)c1	1	-3	-4	0	8	-1.5	-10	-6	.	-9
Cc1nnc(NC(=O)C2c3ccccc3Oc3ccccc32)s1	-1	-2	.	0	.	1.9	1	-3	-0.5	-1
CN(C)c1ncnc2c1ncn2C1OC(CO)C(O)C1O (stereo not given)	-5	-1	.	-2	-3	0.5	0	-41	-0.2	5
COc1ccc(OCC(=O)N2CCN(c3nnc(-c4ccccc4)c4ccccc34)CC2)cc1	1	0	.	0	0	0.3	-17	.	-3.1	.
COc1ccc2[nH]c3c(c2c1)[C@@H]1CCN2C(=O)CCC[C@H](C3)[C@H]12	0	0	-2	-4	1	-0.1	7	-10	0.4	-9
O=C(Nc1cccc(O)c1)c1cc(-c2ccccc2Cl)on1	14	-6	2	1	-2	0.7	2	.	-2.6	-6
CN(C)C1=NCCN1CCC1CCCCC1	14	1	-2	-1	-22	-3.5	4	0	2.5	-4
CCOP(=O)(OCC)c1nc(/C=C/c2ccccc2)oc1NCc1ccc(OC)cc1	8	-3	.	5	3	-1.5	-26	14	0.0	-64
CC(C)(C)c1nc2c(Br)cc(Br)cc2c(=O)o1	-4	.	.	-5	-6	-1.5	-12	-3	-1.7	-8
COC(=O)c1ccc2c(=O)n3c(nc2c1)SCC(c1ccccc1)=N3	2	.	-6	-2	-3	0.3	-12	.	-1.5	-5
Cc1ccc(SCC(=O)OC(C)C(=O)Nc2ccc(S(N)(=O)=O)cc2)cc1C (stereo not given)	3	10	-2	4	2	-1.0	1	4	-3.4	-8
COc1ccc(-n2nc(C(=O)NCC(=O)N3CCN(c4ccccc4OC)CC3)c3ccccc3c2=O)c(OC)c1	-1	2	8	1	-4	-0.4	-5	?	-0.9	18
Cc1cc(C(=O)NCCCN2CCN(C3CCCCC3)CC2)n(-c2ccccc2)n1	-3	-4	-2	-3	-5	0.8	-6	-2	0.1	-9
COc1cccc(C(=O)C2CCCN(Cc3cccc(-n4cccn4)c3)C2)c1 (stereo not given)	1	8	-1	-3	3	0.1	-2	1	-0.7	-6
CCCCCCSC1=C(C#N)C(c2ccccc2)CC(=O)N1 (stereo not given)	16	-5	-3	-4	4	4.8	0	-5	-0.3	0
CCc1ccccc1S(=O)(=O)Cc1ccc(C(=O)NCCc2ccccc2)o1	-3	-1	1	5	2	1.2	-13	6	-2.7	8
CC(=O)Nc1cccc(Oc2ncnc3scc(-c4ccc(C)cc4)c23)c1	14	9	-1	-6	-6	0.0	-43	-10	-2.1	13
CS(=O)(=O)N(CC(=O)N1CCCCCC1)c1cc(Cl)ccc1Cl	-1	1	1	2	-2	0.8	2	-5	-1.3	5
CCc1cc2ccccc2nc1SCC(=O)Nc1cc(C)on1	-2	0	.	0	3	0.8	-5	-8	0.7	-1
Cc1[nH]n(-c2ccc([N+](=O)[O-])cc2)c(=O)c1C=NCCN1CCN(C(=O)c2ccc(F)cc2)CC1	-9	5	0	3	3	3.7	-2	0	0.2	2
CN(C)CCn1c2c(c(SCC(=O)Nc3ccccc3C(F)(F)F)nc1=O)CCCC2	0	-3	2	-3	1	0.9	-5	-1	-2.8	9
COc1ccccc1OCc1ccc(C(=O)N(C)C)o1	-7	-3	.	5	-2	0.5	1	10	0.7	9
COc1ccc(/C=N/NC(=O)c2cnccn2)c(OC)c1OC	-7	-4	4	3	1	-0.2	3	-6	-1.3	-2
Cc1ccc(-c2csc3ncnc(N4CCN(c5ccccc5O)CC4)c23)cc1	-6	.	-5	3	4	-1.4	-6	1	-1.1	8
COC(=O)CCC(=O)Nc1cc(S(=O)(=O)Nc2ccc(Cl)cc2)ccc1N1CCOCC1	-2	-4	.	-9	-1	0.2	0	-1	0.2	8
CC(C)CCNC(=O)c1onc(CSc2ccc(Cl)cc2)c1C(=O)NCCC(C)C	7	-1	-2	-4	1	-1.3	5	4	-1.4	0

# Remaining list, next part:
SMILES	Tat export inh	CAL PDZ FP-1	Wnt bcat act	RTF Ca sens act	V-ATPase pH	CDK5 inh	dFosB act	MITF act	CAL PDZ FP-2	Rtt109 Vps75
CC(C)(C)c1cc(C(=O)NN)n(Cc2ccc(Cl)cc2Cl)n1	3	.	4	-2	-1	2.1	-8	.	-0.2	-4
COc1ccc(-n2nnnc2SCC(=O)N2CCCC2=O)cc1	1	-2	0	-5	-2	-0.3	-2	-5	-1.0	-1
N#CCCN1CCN(S(=O)(=O)c2ccc(S(=O)(=O)N3CCOCC3)cc2)CC1	-5	.	-3	-3	1	-0.6	2	.	0.0	-5
NS(=O)(=O)c1ccc(CCNC(=O)Cc2cccs2)cc1	-7	-3	-1	-6	0	-1.0	-2	.	-1.9	-12
O=C(CCn1nc(-c2ccc(Cl)cc2)c2ccccc2c1=O)Nc1cccnc1	-2	0	-1	7	-1	-1.1	-8	8	-2.1	0
OC(c1ccccc1)C1CN(Cc2ccccc2)CCC1(O)c1ccccc1 (stereo not given)	-5	-1	-2	-2	2	2.2	-2	-3	-2.7	2

# Screens (PubChem)
